sPLA2-III inh = human group III sPLA2 inhibitors, primary screen, biochemical, QFRET, BODIPY PC-A2 liposome substrate; Group 3 secretory phospholipase A2 (Homo sapiens), Q9NZ20; QFRET BODIPY PC-A2 liposome hydrolysis, fluorescence; inhibition, % at 12.2 µM; 0.56% of 370,000 active; AID 743126, 2013;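 active = inhibition above mean plus 3 SD of compounds lying within the high and low control bounds, cut at about 19% in these data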;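 note: 0% = median of test compound wells and 100% = no enzyme DMSO wells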
NPR1 activator = GC-A stimulated cGMP production enhancers – HEK293 GC-A cells, cGMP TR-FRET, EC30 ANP, primary screen. 0.14% of 370,000 active. Atrial natriuretic peptide receptor 1 (Homo sapiens), P16066. AID 1671463, 2021. 0% at EC30 ANP, 100% saturating ANP. activation, % at 10 µM; in the data active = activation above about 40%
rCAG RNA binder = binders of r(CAG) RNA repeats, primary screen, biochemical, fluorescence | r(CAG) RNA repeat, TO-PRO-1 dye displacement fluorescence | inhibition, % at 3 µM | 1.3% of 370,000 active | AID 651821, 2012;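 active = inhibition above the plate cutoff, the mean of all test compounds on that plate plus 3 SD, cut at about 35% in these data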;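 note: 0% = DMSO alone and 100% = 100 µM mitoxantrone as full dye displacement; higher means more dye released from RNA so lower well fluorescence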
proKLK7 act = proKLK7 zymogen activators, primary screen, biochemical, fluorescence intensity | activation, % at 7 µM | 0.9% of 370,000 active | purified proKLK7, EDANS-DABCYL substrate fluorescence; 100% is mature enzyme control, 0% vehicle | Kallikrein-7 (Homo sapiens), P49862;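 active = activation above the mean of all tested compounds plus 3 SD, computed per campaign excluding outliers beyond control limits, cut at about 13% in these data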
Target sequence (P49862 whole entry, looked up): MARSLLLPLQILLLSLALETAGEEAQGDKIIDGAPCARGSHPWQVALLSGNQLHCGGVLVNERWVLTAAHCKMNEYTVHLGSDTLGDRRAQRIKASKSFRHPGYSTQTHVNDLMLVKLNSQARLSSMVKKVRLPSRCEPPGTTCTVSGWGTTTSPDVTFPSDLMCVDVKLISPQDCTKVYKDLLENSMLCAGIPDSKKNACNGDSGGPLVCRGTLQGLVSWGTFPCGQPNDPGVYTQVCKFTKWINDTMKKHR
ADAM10 inh = human ADAM10 inhibitors, primary screen, biochemical, QFRET, HTS. Disintegrin and metalloproteinase domain-containing protein 10 (Homo sapiens), O14672. recombinant ADAM10, EDANS/DABCYL FRET peptide cleavage, 3 h. inhibition, % at 7 µM. 0.62% of 370,000 active. AID 720582, 2013;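 active = inhibition above a per-campaign cutoff equal to the mean of compounds falling between control-based bounds plus 3 SD, cut at about 20% in these data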;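 note: 0% = DMSO wells while the 100% control is not disclosed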
ASAP1 GAP inh = inhibitors of human ASAP1 ArfGAP activity, primary screen, biochemical, fluorescence polarization. Arf-GAP with SH3 domain, ANK repeat and PH domain-containing protein 1 (Homo sapiens), …. ASAP1-stimulated ARF1 GTP hydrolysis, GDP FP detection. 0.19% of 360,000 active. AID 624377, 2012. inhibition, % at 16.5 µM; in the data active = inhibition above about 25%;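 note: 0% = vehicle with enzyme and substrate and 100% = no enzyme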
ARFGAP1 inhibitor = inhibitors of rat ARFGAP1 GAP activity, primary screen, biochemical, fluorescence polarization, GDP tracer; ADP-ribosylation factor GTPase-activating protein 1 (Rattus norvegicus), Q62848; Arfgap1-stimulated ARF1 GTP hydrolysis, GDP FP detection; inhibition, % at 16.5 µM; 0.26% of 360,000 active; AID 651572, 2012;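 active = inhibition above a per-plate limit, mean inhibition of low control wells plus 3 SD, cut at about 25% in these data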;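 note: 0% = DMSO wells with enzyme and 100% = wells lacking Arfgap1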
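Material: truncated rat Arfgap1 GAP domain; Incubation: compound-enzyme preincubation 20 min, reaction 120 min, detection 60 min, 25 °C; Read-out: percent inhibition of Arfgap1-stimulated GTP hydrolysis; Technique: FP, GDP Alexa 633 tracer displaced from anti-GDP antibody, 620/688 nm; Controls: No-Arfgap1 wells (100%) versus DMSO full-reaction wells (0%); Replication: single well per compound.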
NPR2 activator = human GC-B receptor activators, primary screen, HEK293 GC-B cells, cGMP TR-FRET, EC30 CNP; 0% at EC30 CNP, 100% saturating CNP; AID 1920062, 2024; activation, % at 10 µM; 0.11% of 370,000 active; Atrial natriuretic peptide receptor 2 (Homo sapiens), P20594;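 active = activation at 10 µM reaching about 35% in either raw or pattern-adjusted values, limit read from the data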
DDE Tn6 FP inh = inhibitors of Tn6 peptide binding to fibrin DD(E), primary screen, biochemical, fluorescence polarization, human fibrin, Tn6 probe | Fibrinogen beta chain (Homo sapiens), P02675 | 0.21% of 370,000 active | Fibrin DD(E) TRITC-Tn6 fluorescence polarization displacement | inhibition, % at 8.3 µM;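 active = inhibition above a per-campaign cutoff: mean of compounds within control limits plus 3 SD, cut at about 15% in these data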;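 note: 0% = median of all compound wells on the plate and 100% = blocking peptide control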
Target sequence (P02675 whole entry, looked up): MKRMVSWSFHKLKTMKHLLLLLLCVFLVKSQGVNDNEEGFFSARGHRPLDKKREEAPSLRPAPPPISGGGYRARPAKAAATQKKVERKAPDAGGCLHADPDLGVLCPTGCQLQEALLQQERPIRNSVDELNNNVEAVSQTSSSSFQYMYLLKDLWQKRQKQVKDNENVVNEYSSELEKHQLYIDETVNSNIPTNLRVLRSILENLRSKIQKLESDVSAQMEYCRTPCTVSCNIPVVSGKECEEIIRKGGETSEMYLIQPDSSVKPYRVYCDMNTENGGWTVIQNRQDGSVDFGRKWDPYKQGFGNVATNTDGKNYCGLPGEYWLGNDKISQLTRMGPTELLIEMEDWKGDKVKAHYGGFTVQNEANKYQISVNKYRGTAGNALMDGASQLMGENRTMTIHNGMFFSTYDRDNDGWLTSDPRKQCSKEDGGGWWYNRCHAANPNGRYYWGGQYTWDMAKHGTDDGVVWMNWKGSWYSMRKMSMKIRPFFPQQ
FXN GAA850 act = FXN promoter activators, primary screen, cell-based, luciferase luminescence, HEK293 lucGAA850; HEK293 lucGAA850 FXN promoter luciferase reporter, 24 h; percent of 10 µM SAHA response; 0.56% of 360,000 active; activation, % at 6 µM;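 active = activation above the average of all compounds screened plus 3 SD, cutoff fixed separately per campaign, cut at about 7.5% in these data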;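 note: 0% = DMSO wells and 100% = 10 µM SAHA wells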
An asterisk follows results filed as active. Random draw from the library; any-hit rate near 4.5%.

The line under a structure holds: sPLA2-III inh | NPR1 activator | rCAG RNA binder | proKLK7 act | ADAM10 inh | ASAP1 GAP inh | ARFGAP1 inhibitor | NPR2 activator | DDE Tn6 FP inh | FXN GAA850 act
1: CCCc1cc(C(=O)Nc2ccc(C#N)cc2)no1
 : -1 | 5 | 1 | -0.5 | -1 | -10 | 6 | -1 | -3 | -1.2
2: CCCc1ccc2oc(C(=O)N3CCC(N4CCCC(O)C4)CC3)c(C)c2c1 (stereo not given)
 : -2 | 5 | -5 | 0.6 | -8 | 5 | 0 | 2 | -2 | -0.9
3: O=C1[C@@H]2[C@H](C(=O)N1CC(O)COCc1ccccc1)C1C=C[C@H]2C1 (stereo not given in full)
 : 2 | 4 | -1 | 0.3 | -9 | -5 | -9 | 4 | -1 | 2.7
4: O=C(Nc1cccc([N+](=O)[O-])c1)C1CC(=O)N(Cc2ccccc2)C1 (stereo not given)
 : 0 | 3 | 4 | 0.1 | -4 | 1 | -7 | 0 | 0 | -1.1
5: CCc1nc2ccc(C(=O)Nc3cccc(OCC(=O)N(C)C)c3)cn2c1N(C)Cc1ccc(OC)cc1
 : -7 | -1 | 2 | 0.3 | -7 | -5 | -1 | 2 | 2 | -1.6
6: COc1cccc(NC(=O)Cn2c(CCC(=O)O)ccc2-c2ccc(Cl)cc2)c1
 : -30 | 1 | 11 | 0.4 | -16 | 7 | 1 | 1 | 4 | 2.7
7: COc1cc(C)ccc1OCCOCCOc1ccc(C)cc1[N+](=O)[O-]
 : -14 | -1 | -8 | 0.5 | 0 | 8 | 8 | 3 | 0 | 2.7
8: Cc1ccc(S(=O)(=O)NC(=O)COc2ccccc2C(N)=O)cc1
 : 0 | -1 | 2 | -0.2 | -1 | -11 | 7 | 4 | 0 | -0.1
9: COc1nn(C(C)C(=O)N2N=C(C(F)F)CC2(O)C(F)F)cc1[N+](=O)[O-] (stereo not given)
 : 2 | 1 | 1 | 0.4 | 8 | 9 | -1 | 0 | 3 | -1.6
10: N#Cc1nc(COc2ccccc2F)oc1N1CCCCCC1
 : -3 | 0 | 1 | -1.2 | -4 | 2 | 3 | -1 | 0 | 9.6*
11: O=C(CCCN1C(=O)/C(=C/c2ccccc2)SC1=S)Nc1ccccc1O
 : -38 | -3 | 11 | -0.2 | 6 | 1 | -3 | 0 | -6 | -1.1
12: CC(OC(=O)C1CCCO1)C(=O)NC1CCCC1 (stereo not given)
 : 2 | -2 | -2 | 0.1 | -5 | 3 | 11 | 2 | -2 | 2.2
13: COc1cc2c(cc1NC(=O)C(C)OC(=O)C1CC(=O)N(Cc3ccco3)C1)oc1ccccc12 (stereo not given)
 : -28 | 3 | 3 | -0.4 | 13 | 12 | -4 | -13 | -4 | 4.0
14: Cc1cnc(C(=O)OCC(=O)c2ccc(C)s2)cn1
 : -5 | -1 | 1 | -0.7 | -1 | 12 | -4 | -2 | -1 | 0.3
15: CCCc1ccc(S(=O)(=O)N2CCN(C(C)C(=O)NCc3ccccc3)CC2)cc1 (stereo not given)
 : -11 | -1 | -4 | 0.2 | 12 | -1 | 6 | 3 | 7 | -1.3
16: Cc1csc(NC(=O)CSc2nnc(-c3ccoc3C)n2CCc2ccccc2)n1
 : -12 | -4 | -5 | -0.3 | 3 | -4 | 2 | -2 | 0 | -2.5
17: CCOc1ccc(N2CC(C(=O)N3CC(C)OC(C)C3)CC2=O)cc1 (stereo not given)
 : -1 | 0 | 2 | 0.1 | 0 | 7 | -8 | -1 | 10 | 1.6
18: CC(NC(=O)Cc1ccc(NS(=O)(=O)c2cccc(C(F)(F)F)c2)cc1)c1ccccn1 (stereo not given)
 : -21 | 0 | 4 | 0.8 | 15 | -1 | -4 | 6 | 6 | -0.8
19: CCOC(=O)C1CCN(C(=S)Nc2ccc(Cl)cc2C)CC1
 : -3 | -2 | 1 | -0.2 | -4 | 4 | -3 | 11 | 2 | 2.2
20: CCOC(=O)c1ccc(NC(=O)c2nc[nH]c2C(=O)N[C@@H](Cc2ccccc2)C(=O)OC(C)(C)C)cc1
 : -1 | -1 | 3 | -0.7 | -3 | 9 | -3 | 2 | -1 | 0.9
21: CC(=O)NC(Cc1c[nH]c2ccccc12)C(=O)NCc1ccc2c(c1)OCO2 (stereo not given)
 : -9 | -1 | 2 | -0.2 | 3 | 5 | 1 | -1 | -7 | 0.7
22: O=C(COC(=O)Cc1ccccc1F)Nc1cccc(S(=O)(=O)NC2=NCCCCC2)c1
 : -11 | -4 | -3 | 0.5 | 0 | -12 | -8 | 0 | -4 | 0.6
23: O=[N+]([O-])c1cccc(CN2CCCCCC2)c1
 : 16 | -1 | 2 | 0.3 | 6 | -16 | -3 | 5 | 4 | 1.9
24: O=c1c(/C=N/N2CCOCC2)c(C(F)(F)F)[nH]n1-c1ccccc1
 : -5 | 1 | 7 | -0.1 | -2 | 4 | 5 | 5 | -6 | 0.7

Shown tab-delimited: entries from further up.
entry	Molecule	sPLA2-III inh	NPR1 activator	rCAG RNA binder	proKLK7 act	ADAM10 inh	ASAP1 GAP inh	ARFGAP1 inhibitor	NPR2 activator	DDE Tn6 FP inh	FXN GAA850 act
14	Cc1cnc(C(=O)OCC(=O)c2ccc(C)s2)cn1	-5	-1	1	-0.7	-1	12	-4	-2	-1	0.3
15	CCCc1ccc(S(=O)(=O)N2CCN(C(C)C(=O)NCc3ccccc3)CC2)cc1 (stereo not given)	-11	-1	-4	0.2	12	-1	6	3	7	-1.3
16	Cc1csc(NC(=O)CSc2nnc(-c3ccoc3C)n2CCc2ccccc2)n1	-12	-4	-5	-0.3	3	-4	2	-2	0	-2.5
17	CCOc1ccc(N2CC(C(=O)N3CC(C)OC(C)C3)CC2=O)cc1 (stereo not given)	-1	0	2	0.1	0	7	-8	-1	10	1.6
18	CC(NC(=O)Cc1ccc(NS(=O)(=O)c2cccc(C(F)(F)F)c2)cc1)c1ccccn1 (stereo not given)	-21	0	4	0.8	15	-1	-4	6	6	-0.8
19	CCOC(=O)C1CCN(C(=S)Nc2ccc(Cl)cc2C)CC1	-3	-2	1	-0.2	-4	4	-3	11	2	2.2
20	CCOC(=O)c1ccc(NC(=O)c2nc[nH]c2C(=O)N[C@@H](Cc2ccccc2)C(=O)OC(C)(C)C)cc1	-1	-1	3	-0.7	-3	9	-3	2	-1	0.9
21	CC(=O)NC(Cc1c[nH]c2ccccc12)C(=O)NCc1ccc2c(c1)OCO2 (stereo not given)	-9	-1	2	-0.2	3	5	1	-1	-7	0.7
22	O=C(COC(=O)Cc1ccccc1F)Nc1cccc(S(=O)(=O)NC2=NCCCCC2)c1	-11	-4	-3	0.5	0	-12	-8	0	-4	0.6
23	O=[N+]([O-])c1cccc(CN2CCCCCC2)c1	16	-1	2	0.3	6	-16	-3	5	4	1.9
24	O=c1c(/C=N/N2CCOCC2)c(C(F)(F)F)[nH]n1-c1ccccc1	-5	1	7	-0.1	-2	4	5	5	-6	0.7

High-throughput results as filed in PubChem BioAssay.
